Bioassay records from PubChem.
12-LOX inh – ALOX12 (human) lipoxygenase inhibition. 1.1% of 580,000 active. purified 12hLO, xylenol orange hydroperoxide absorbance. P18054. AID 1671190. Potency, µM (doses to about 108 µM), for the others: top-dose activity change, negative = inhibition, actives largely listed as inhibitors; note: % is set by controls: 0 for no effect and ±100 for the full control effect
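Purified human 12hLO at 150 nM in 25 mM Hepes, 0.01% Triton X-100, pH 7.0, preincubated 15 min at room temperature with compound. Reaction started with 40 uM arachidonic acid, 30 min at room temperature. Hydroperoxide measured by Fe-xylenol orange, 573/405 nm absorbance ratio.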
TrxR1 substrate – rat thioredoxin reductase 1 substrate activity; purified TrxR1 substrate turnover, NADPH consumption readout; Potency, µM (highest dose often 114 µM), without a hit: at the top dose activity change, negative = substrate turnover; 0.01% of 390,000 active; AID 588456; note: % is set by controls: 0 for no effect and ±100 for the full control effect; nearly all actives have a fitted effect of over 50% in size
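Rat TrxR1, dispensed at 90 nM, was prereduced with 400 uM NADPH (final) for 5 min at ~22 deg C, then incubated with compound 15 min before 400 uM selenite. A first-read NADPH fluorescence drop versus no-compound background flagged substrates.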
USP1 inh – blocks the human USP1/UAF1 deubiquitinase complex; AID 743255; recombinant USP1/UAF1, Ub-Rhodamine cleavage fluorescence; 0.23% of 390,000 active; Potency, µM (titrated, usually from 57.1 µM), for the others: top-dose activity change, negative = inhibition, usual class: inhibitors; note: % is set by controls: 0 for no effect and ±100 for the full control effect; nearly all actives have a fitted effect of over 60% in size; inactives centre near -12
Target sequence (O94782 whole entry, looked up): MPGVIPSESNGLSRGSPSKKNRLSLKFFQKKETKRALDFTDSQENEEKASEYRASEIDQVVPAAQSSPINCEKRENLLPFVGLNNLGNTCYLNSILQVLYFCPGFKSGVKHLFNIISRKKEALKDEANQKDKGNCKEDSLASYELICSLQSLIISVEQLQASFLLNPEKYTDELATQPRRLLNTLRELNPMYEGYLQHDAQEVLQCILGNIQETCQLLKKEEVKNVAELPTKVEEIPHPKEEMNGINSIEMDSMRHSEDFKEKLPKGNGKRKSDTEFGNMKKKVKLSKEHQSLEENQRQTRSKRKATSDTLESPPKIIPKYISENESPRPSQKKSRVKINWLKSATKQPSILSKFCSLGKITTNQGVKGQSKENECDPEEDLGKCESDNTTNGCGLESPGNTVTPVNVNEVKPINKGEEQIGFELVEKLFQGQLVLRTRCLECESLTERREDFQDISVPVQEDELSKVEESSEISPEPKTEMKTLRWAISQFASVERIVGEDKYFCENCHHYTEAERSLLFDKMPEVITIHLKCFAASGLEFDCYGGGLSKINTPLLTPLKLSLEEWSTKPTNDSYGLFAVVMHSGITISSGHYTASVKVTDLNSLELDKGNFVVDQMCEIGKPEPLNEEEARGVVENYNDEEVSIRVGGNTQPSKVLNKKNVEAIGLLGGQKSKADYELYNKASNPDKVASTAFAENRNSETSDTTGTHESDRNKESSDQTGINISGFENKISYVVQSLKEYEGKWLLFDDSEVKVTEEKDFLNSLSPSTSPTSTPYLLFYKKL
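USP1/UAF1 complex at 1 nM was preincubated with compound for 15 min at room temperature, then Ub-Rho substrate (150nM final) was added. Fluorescence (480/540 nm) was read kinetically, 6 reads every 60 seconds.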
Vif-APOBEC3F blk – blocks the Vif interaction with APOBEC3F | HeLa A3F-eYFP + Vif (tagged APOBEC3F with the HIV-1 protein that degrades it), YFP fluorescence increase | Potency, µM (highest dose often 46.1 µM), inactives show top-dose activity, negative = active | 0.2% of 390,000 active | AID 602313; note: % of control where 0% means no effect; nearly all actives have a fitted effect of over 65% in size
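Fluorescence increase (Ex 488/Em 500-530) after overnight compound treatment at 37 deg C flags inhibition of Vif-driven A3F-eYFP loss in stable HeLa A3F-eYFP/Vif cells seeded overnight beforehand.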
TrxR1 inh – inhibitors of rat thioredoxin reductase 1; O89049; recombinant rTrxR1, NADPH fluorescence consumption, selenite substrate; Potency, µM (top dose mostly 114 µM), without a hit: at the top dose activity change, negative = inhibition, hits mostly inhibitors; 1% of 390,000 active; note: % is set by controls: 0 for no effect and ±100 for the full control effect; nearly all actives have a fitted effect of over 65% in size
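Rat TrxR1 (90 nM in the dispensed reagent) was pre-reduced with 400 uM NADPH for 5 min at room temperature, then incubated with compound for 15 min. After 400 uM selenite was added, NADPH fluorescence (Ex 340/Em 450 nm) was followed for 8 min.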
mIDH1 inhibitor – human IDH1 R132H inhibition. O75874. IDH1-R132H enzyme, NADPH consumption, diaphorase/resazurin fluorescence. Potency, µM (titrated, usually from 76.6 µM), inactives show top-dose activity change, negative = inhibition, actives largely listed as inhibitors. 0.093% of 390,000 active. AID 602179; note: % is set by controls: 0 for no effect and ±100 for the full control effect; nearly all actives have a fitted effect of over 65% in size
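IDH1-R132H (0.5 ug/mL) preincubated 30 min with compound, then NADPH (0.016 mM) and alpha-KG (2 mM) added; 80 min at RT, pH 7.5. Remaining NADPH coupled via diaphorase/resazurin to fluorescence (540/590 nm); concentration-response curves normalized to no-enzyme control.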
RXFP1 ag – activates the human relaxin receptor RXFP1; 0.3% of 370,000 active; HEK293T-RXFP1 cAMP TR-FRET, 30 min; response scale: percent of porcine relaxin response, buffer zero; Potency, µM (highest dose often 57.5 µM), for the others: at the top dose activation, most hits filed as activators; Q9HBX9; note: % is set by controls: 0 for no effect and ±100 for the full control effect; nearly all actives have a fitted effect of over 60% in size; many of its hits are not listed in these tables
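HEK293 cells stably expressing RXFP1, treated 30 min at 37C with compounds plus PDE4 inhibitor Ro 20174; cAMP measured by HTRF TR-FRET. Normalized to buffer and 29 nM porcine relaxin; EC50 by Hill fit.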
RGS4 inh – human RGS4 inhibition | Transcreener GDP fluorescence polarization, RGS4-accelerated GTP hydrolysis | Potency, µM (doses to about 114 µM), without a hit: at the top dose activity change, negative = inhibition, actives largely listed as inhibitors | 0.039% of 390,000 active | AID 504845; note: % is set by controls: 0 for no effect and ±100 for the full control effect; nearly all actives have a fitted effect of over 75% in size; some results filed as inactive show a strong effect at the top dose
Target sequence (P49798 whole entry, looked up): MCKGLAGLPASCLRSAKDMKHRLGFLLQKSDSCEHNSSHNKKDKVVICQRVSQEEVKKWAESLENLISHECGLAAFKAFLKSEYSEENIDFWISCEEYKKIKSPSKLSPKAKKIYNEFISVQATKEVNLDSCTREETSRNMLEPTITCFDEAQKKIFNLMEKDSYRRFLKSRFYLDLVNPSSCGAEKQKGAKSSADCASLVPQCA
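MLSMR compounds (23 nl, pin-transferred) preincubated 10 min at room temperature with a 500nM (2x) first reagent, then RGS4 at 900nM (2x) plus Transcreener GDP mix added; fluorescence polarization (620/688 nm) read before and after 90 min at 30 °C.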
Vif-APOBEC3G blk – Vif-A3G binding inhibition; AID 602310; Potency, µM (series often up to 46.1 µM), for the others: at the top dose activity, negative = active, hits mostly inhibitors; HeLa A3G-eYFP + Vif (tagged APOBEC3G with the HIV-1 protein that degrades it), YFP fluorescence, overnight; 0.076% of 410,000 active;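 note: % is set by controls: 0 for no effect and ±100 for the full control effect; nearly all actives have a fitted effect of over 60% in size; hits raise eYFP signal because A3G escapes Vif-driven loss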
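HeLa cells stably expressing Vif and C-terminally eYFP-tagged A3G, seeded overnight at 37 deg C, then exposed to compound by pintool overnight at 37 deg C. Rise in yellow fluorescence (Ex 488/Em 500-530, Acumen) marks blocked Vif-driven A3G degradation.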
The depositor's hits bear a star; ? = inconclusive; . = no result given; [ ] = dose if it differs, or a comment. Calls come from the whole dose curve; as a rule, active = well fitted curve in the direction sought with a large enough effect; inconclusive = small, poorly fitted or top-dose-only effect, or another doubt; inactive = no such curve, though single readings can be large; an effect the other way counts as inactive or inconclusive. Potency is the fitted concentration of half-maximal effect.

SMILES	12-LOX inh	TrxR1 substrate	USP1 inh	Vif-APOBEC3F blk	TrxR1 inh	mIDH1 inhibitor	RXFP1 ag	RGS4 inh	Vif-APOBEC3G blk
CCc1nn(CC(=O)NC2CC2)c(=O)c2cc3c(OC)cccc3n12	1%	48%[activator]	-24%	-1%	26%	11%	-0.6%	12%	5%
CC(OC(=O)CC1CCCCC1)C(=O)Nc1cccc(C#N)c1 (stereo not drawn)	12%	-9%	-6%	4%	-3%	4%	-1.5%	-4%	2%
C=COC(=O)CSc1nc(-c2cccs2)ccc1C#N	11%	42%[activator]	-17%	1%	39%[activator]	3%	12%	-32%	0%
Cc1ccccc1-n1nc(C(=O)c2cccs2)cc(-c2nc3ccccc3[nH]2)c1=N	0%	-1%	-12%	?	15%	7%	0.2%	8%	-6%
COc1ccc(S(=O)(=O)NCCSc2nnnn2-c2ccccc2)cc1	-8%	-5%	-20%	0%	10%	11%	0.8%	-15%	5%
CC(=O)Nc1ccc(NC(=O)[C@@H](NC(=O)c2cccc(C)c2)C(C)C)cc1	-5%	4%[57.1 µM]	-2%	-7%	10%[57.1 µM]	5%	-0.3%	9%	0%
CC1(C)C=Cc2c(c3c(c4c(=O)c(-c5ccc(O)cc5)coc24)OC(C)(C)CC3)O1	?	-4%	4%	3%	-9%	40µM*	0.9%	8%	-5%
O=C(NN=Cc1ccccc1Cl)c1cccc2ccccc12	3%	10%[57.1 µM]	-7%	17%	4%[57.1 µM]	4%	.	20%	2%
Cc1ccc(C)c(Cn2c(=O)n(Cc3ccccc3)c(=O)c3sc4ccccc4c32)c1	0%	5%	-23%	2%	15%	12%	5.2%	5%	5%
Cc1ccc(-c2csc(N3CCN(c4ccc5nc(-c6ccncc6)n(CCN6CCCCC6)c5c4)CC3)n2)cc1	.	-1%	?	-3%	11%	0%	1.3%	-43%	2%
O=C(CN1CCc2ccccc21)NCc1ccc2c(c1)OCO2	-9%	-5%	-6%	11%	18%	-4%	-0.3%	-2%	0%
O=C(c1ccc(S(=O)(=O)N2CCOCC2)cc1)N1CCN(c2ccccn2)CC1	116%[activator]	-4%	-15%	7%	13%	-8%	5.5%	-1%	1%
COc1ccc(S(=O)(=O)NCc2ccccn2)cc1NC(=O)c1ccccc1F	-5%	12%[57.1 µM]	-7%	7%	20%[57.1 µM]	2%	8.6%	-4%	?
NC(=S)N/N=C\c1ccc(-c2cccc(Cl)c2Cl)o1	?	-2%[57.1 µM]	-25%	?	?	9%	-2.2%	-36%	?
c1ccc(COc2ccc(CNCc3cccs3)cc2)cc1	?	1%	-4%	?	10%	-1%	-1.4%	-14%	-10%
Cc1ccc2oc(C(=O)NCC(c3ccc(Cl)cc3)N3CCOCC3)c(C)c2c1 (stereo not drawn)	-4%	-4%	-19%	2%	16%	13%	-0.4%	20%	-2%
CC(C)NC(=S)N1CCN(C/C=C/c2ccccc2)CC1	6%	-10%[57.1 µM]	-10%	12%	33%[57.1 µM]	4%	1.2%	-11%	2%
Cc1ccc2c(c1)NC(=O)C(CC(=O)NCCCN1CCc3ccccc3C1)O2 (stereo not drawn)	?	0%[57.1 µM]	-9%	1%	7%[57.1 µM]	-2%	-0.1%	?	1%
O=C(Nc1ncc(Cc2ccc(SC(F)F)cc2)s1)c1ccccc1	-1%	2%	-22%	-8%	-1%	-5%	0.5%	13%	?
CCc1cccc(NC(=O)C2CCN(S(=O)(=O)c3ccc4c(c3)NC(=O)CO4)CC2)c1	-1%	-14%	-10%	-3%	-16%	-5%	-1.8%	13%	0%
CCN1c2ccccc2-c2nc(SCC(=O)Nc3cc(C)c(Cl)cc3OC)ncc2S1(=O)=O	-15%	1%[57.1 µM]	?	-28%	21%[57.1 µM]	22%	2.6%	-26%	-9%
CCOC(=O)c1c(C)cc2c(CO)n[nH]c(=O)c2c1C	2%	.	-1%	0%	.	0%	.	.	-9%
O=C(NCc1ccco1)Nc1cccs1	?	-1%	-20%	-5%	-29%	8%	-1.3%	-35%	2%
Cc1cccc(C)c1NC(=O)COc1cccc(/C=N/NC(=O)C(=O)NCc2ccccc2)c1	-14%	-4%	-18%	-9%	7%[0.457 µM]	2%	-0.8%	8%	2%
CCOc1ccc(CCNC(=O)CN(c2ccc(C)cc2)S(=O)(=O)N(C)C)cc1OCC	-21%	-1%	-31%	0%	1%	8%	2.0%	-8%	2%
CCS(=O)(=O)c1ccc2oc(SCC(=O)NCCc3ccc(OC)cc3)nc2c1	-15%	10%[57.1 µM]	-3%	13%	19%[57.1 µM]	3%	4.8%	14%	1%
O=C(NC1CCCC1)C(c1ccsc1)N(Cc1ccccc1)C(=O)Cc1cccs1 (stereo not drawn)	4%	-2%	-21%	?	1%	-18%	3.4%	0%	-1%
Cc1cc(NCc2ccccn2)n2ncc(-c3ccccc3)c2n1	-2%	6%	-28%	?	-4%	5%	3.6%	15%	1%
COc1ccc(N(CC(=O)NCCc2ccc(Cl)cc2)S(=O)(=O)c2c(C)nn(C)c2C)cc1	-3%	1%	-20%	1%	10%	-3%	1.6%	1%	-5%
Cc1ccc(S(=O)(=O)N[C@H](C(=O)N2CCC(C(=O)N[C@@H](CCC(N)=O)C(=O)O)CC2)C(C)C)cc1	18%	1%	5%	0%	9%	-10%	2.5%	18%	2%

Random excerpt: 2 entries already listed
SMILES	12-LOX inh	TrxR1 substrate	USP1 inh	Vif-APOBEC3F blk	TrxR1 inh	mIDH1 inhibitor	RXFP1 ag	RGS4 inh	Vif-APOBEC3G blk
c1ccc(COc2ccc(CNCc3cccs3)cc2)cc1	?	1%	-4%	?	10%	-1%	-1.4%	-14%	-10%
CC(OC(=O)CC1CCCCC1)C(=O)Nc1cccc(C#N)c1 (stereo not drawn)	12%	-9%	-6%	4%	-3%	4%	-1.5%	-4%	2%

The list continues:
SMILES	12-LOX inh	TrxR1 substrate	USP1 inh	Vif-APOBEC3F blk	TrxR1 inh	mIDH1 inhibitor	RXFP1 ag	RGS4 inh	Vif-APOBEC3G blk
O=C(NCc1ccc(Cl)cc1)C(=O)NCC(c1cccs1)S(=O)(=O)c1ccc(Cl)cc1 (stereo not drawn)	-13%	0%[57.1 µM]	?	10%	-1%[57.1 µM]	16%	-0.1%	-3%	6%
COc1cc(SC)ccc1C(=O)N(C)CC(=O)Nc1cccc2ccccc12	0%	0%	?	-4%	0%	3%	0.2%	-28%	-2%
Cc1ccc(OC(=O)C2c3ccccc3Oc3ccccc32)cc1C	3%	-2%	-17%	-9%	17%	0%	6.0%	-5%	-12%
O=C(C1=C(O)C(=O)N(CCCn2ccnc2)C1c1ccccc1)c1ccco1 (stereo not drawn)	.	-6%	-14%	-4%	-10%	11%	?	22%	2%
CC(=O)N(c1ccccc1)C(C(=O)c1ccccc1)c1ccccc1 (stereo not drawn)	-1%	12%[57.1 µM]	?	-1%	0%[2.29 µM]	-4%	.	17%	0%
COc1cc(C(=O)Nc2ccc(Cl)c(-c3nc4ncccc4o3)c2)cc(OC)c1OC	3%	0%	-21%	-11%	7%	4%	0.7%	-52%	-7%
Cc1sc2nc(CN3CCOCC3)[nH]c(=S)c2c1C	?	-2%	-25%	-15%	-32%	6%	16%	-42%	-1%
Cc1nn2c(COc3ccc(NC(=O)c4ccccc4Cl)cc3)nnc2c2ccccc12	9%	0%	-11%	9%	16%	1%	2.9%	-15%	-29%
Cc1ccc2c(c1)N(C)/C(=C/c1cccc[n+]1C)S2	?	?	-18%	11µM*	-11%	-1%	-3.7%	-7%	?
C=CCOC(=O)C1=C(C)NC(=O)NC1c1ccc(OCC)cc1 (stereo not drawn)	12%	7%[57.1 µM]	-4%	-5%	-77%[2.29 µM]	7%	0.9%	-4%	-23%
c1csc(-c2nnc3ccccn23)c1	-11%	44%[activator]	-14%	-7%	14%	0%	11%	-6%	1%
Cc1cccc(-c2nnn3c2nc(NCc2ccc4c(c2)OCO4)c2ccccc23)c1	?	0%	-16%	?	-1%	9%	8.8%	-23%	1%
COc1ccc(Nc2nc(C)c(-c3ccccc3)s2)cc1	?	-6%	-17%	-3%	-20%	22%	-0.3%	-26%	0%
N#CCCN(Cc1cccnc1)S(=O)(=O)c1ccc2ccccc2c1	-13%	-8%	-5%	4%	-3%	0%	1.0%	-50%	0%
COc1ccc(CN=C(N)N=C(N)N)cc1Cl	-15%	-6%[57.1 µM]	-9%	8%	16%[57.1 µM]	6%	0.2%	1%	0%
Cc1noc(C)c1C(=O)OCC(=O)N(C)C1CCS(=O)(=O)C1 (stereo not drawn)	-1%	10%[57.1 µM]	-14%	14%	12%[57.1 µM]	-1%	6.8%	10%	-1%
CCCCCN(C(=O)CCC(=O)OCc1ccccc1F)c1c(N)n(CCCC)c(=O)[nH]c1=O	-16%	-7%	3%	-1%	-5%	3%	0.7%	5%	0%
CCCCC(=O)Nc1ccc(NC(=S)NC(=O)CC)cc1OC	9%	-3%	-5%	-4%	-24%	6%	-0.9%	3%	0%
O=C(CCCN1C(=O)/C(=C/c2ccccc2)SC1=S)Nc1ccc(C(=O)O)c(O)c1	?	-12%	-9%	-6%	-12%	-2%	0.4%	-18%	0%
CC(C)(C)n1ncc2c(=O)n(CC(=O)N3CCCc4ccccc43)cnc21	-8%	-12%	9%	-11%	-11%	-1%	1.4%	22%	-5%

This is a subset; the hit share may differ from the screen's.
